Source: PubChem
M. tuberculosis – growth inhibition of non-replicating M. tuberculosis (AID 488890). Mycobacterium tuberculosis non-replicating, growth inhibition; higher % means a stronger effect. inhibition, % at 25 µM, or IC50 in µM where a hit was titrated. 0.39% of 320,000 active; in the data active = a potency from the dose series; inconclusive = inhibition mostly from about 82% at the one dose, without a potency; inactive = the rest, 99 in 100 with inhibition below about 76%;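 also: plate controls were DMSO cells for no effect and high antibiotic wells for full effect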
Salmonella PhoP GFP – PhoP regulon inhibitors, Salmonella typhi PhoP promoter GFP reporter, confirmatory (AID 1850). Salmonella Typhi PhoP-promoter GFP reporter, fluorescence, 4 h; higher % means a stronger effect. one-dose inhibition, % at 50 µM; IC50 in µM for titrated hits. 0.33% of 310,000 active; in the data active = a potency from the dose series; inconclusive = inhibition mostly from about 25% at the one dose, without a potency; inactive = the rest, 99 in 100 with inhibition below about 19%;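 also: 0% = induced wells with vehicle and 100% = uninduced wells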
VEEV TC-83 Vero – inhibitors of VEEV TC-83 cytopathic effect, confirmation, Vero cells (AID 588727) | Vero cells, VEEV TC-83 cytopathic effect inhibition; higher % means a stronger effect | inhibition, % at 20 µM, or IC50 in µM where a hit was titrated | 0.13% of 350,000 active; in the data active = a potency from the dose series; inconclusive = inhibition mostly from about 14% at the one dose, without a potency; inactive = the rest, 99 in 100 with inhibition below about 12%; also: strong numbers were not always called active
H1N1 NS1A inhibition – H1N1 influenza NS1A inhibitors, functional cell based assay (AID 504329); NS1A functional cell-based assay, percent inhibition; higher % means a stronger effect; one-dose inhibition, % at 12.5 µM; IC50 in µM for titrated hits; 0.3% of 340,000 active; in the data active = a potency from the dose series; inconclusive = inhibition above about 27% without an active follow-up result; also: strong numbers were not always called active
H37Rv inhibition – M. tuberculosis growth inhibition, HTS (AID 449762) | M. tuberculosis H37Rv growth inhibition, 7H9 media; higher % means a stronger effect | inhibition, % at 25 µM, or IC50 in µM where a hit was titrated | 0.59% of 330,000 active; in the data active = a potency from the dose series; inconclusive = inhibition above about 70% without an active follow-up result;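 also: bacterial growth assessed after seven days of incubation; strong numbers were not always called active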
VEEV TC-83 Vero 10K pilot screen – also measured in VEEV TC-83 Vero; calls as there; inhibition, %; measured here: 10K pilot screen inhibition
The depositor's hits bear a star; i = inactive; ? = inconclusive; nt = not tested or not shown.

SMILES	M. tuberculosis	Salmonella PhoP GFP	VEEV TC-83 Vero	H1N1 NS1A inhibition	H37Rv inhibition	others
CC(=O)c1cc2c(cc1NS(=O)(=O)c1ccccc1C)OCO2	-2%	7%	nt	nt	5%
Cc1ccc(S(=O)(=O)C2(C(=O)Nc3cccc(F)c3)CC2)cc1	nt	nt	i	30%	-2%
Cc1sc(NC(=O)C(C)C)c(C(=O)Nc2ccccc2)c1C	5%	-3%	i	-2%	22%
COc1ccc(NC(=S)N/N=C2/CCCc3c(C)cc(C)cc32)cc1	-14%	-2%	2.5%	12%	0%
CC1(C)Cc2cccc(OCC(=O)NCc3ccc(F)cc3)c2O1	24%	nt	8.3%	-12%	18%
C/C(=N/NC(=O)CN1CCN(S(=O)(=O)c2ccc(Br)cc2)CC1)c1cccnc1	16%	-5%	3.4%	-3%	10%
Cc1ccc(-c2nn(CC(=O)N3CCOCC3)c(=O)c3ccccc23)cc1S(=O)(=O)N(C)C	-2%	15%	i	-3%	-5%
Cc1ccc(NC(=O)c2ccc3snnc3c2)cc1	27%	-2%	1.4%	10%	5%
CCOC(=O)C1(Cc2cccc(OC)c2)CCN(Cc2cccnc2)CC1	13%	21%	1.6%	8%	-4%
CCOC(=O)c1cc2ccc3ccccc3c2s1	48%	-2%	4.9%	-2%	?

By substructure: the compounds so far with a halogen.
SMILES	M. tuberculosis	Salmonella PhoP GFP	VEEV TC-83 Vero	H1N1 NS1A inhibition	H37Rv inhibition	others
Cc1ccc(S(=O)(=O)C2(C(=O)Nc3cccc(F)c3)CC2)cc1	nt	nt	i	30%	-2%
CC1(C)Cc2cccc(OCC(=O)NCc3ccc(F)cc3)c2O1	24%	nt	8.3%	-12%	18%
C/C(=N/NC(=O)CN1CCN(S(=O)(=O)c2ccc(Br)cc2)CC1)c1cccnc1	16%	-5%	3.4%	-3%	10%

Other results follow:
SMILES	M. tuberculosis	Salmonella PhoP GFP	VEEV TC-83 Vero	H1N1 NS1A inhibition	H37Rv inhibition	others
Cc1noc(C)c1COc1ccc(C(=O)Nc2ncccc2O)cc1	-14%	-1%	4.1%	-11%	0%
O=[N+]([O-])c1cc([N+](=O)[O-])c(Oc2cccnc2Br)cc1NN1CCCCC1	59%	-1%	4.2%	7%	5%	VEEV TC-83 Vero 10K pilot screen=3.8
O=C(CSc1ccc([N+](=O)[O-])cn1)Nc1ccc(N2CCOCC2)c(Cl)c1	?	-1%	1.3%	3%	?
Cc1ccccc1-c1cc(C(=O)N2CCCC2)c2ccccc2n1	-2%	-12%	2.1%	-1%	-26%
CCOC(=O)c1sc2nc(SCC#N)n(CCCN3CCCC3=O)c(=O)c2c1C	13%	-4%	i	8%	-7%
OCC[C@H]1C[C@H](O)[C@@H](O)[C@]2(OCCc3ccccc32)O1	-11%	5%	0.2%	5%	-12%
C/C(=N/NC(=O)CNS(=O)(=O)c1ccc(C)cc1)c1cccc([N+](=O)[O-])c1	-9%	2%	0.4%	-6%	5%
CCNC(=O)COC(=O)/C=C/c1cccc(F)c1	30%	-14%	0.5%	-7%	3%
CN(C)CCC(C(=O)c1ccccc1)c1ccccn1 (stereo not drawn)	nt	nt	0.5%	-18%	nt
COc1cn(-c2ccccc2)nc1C(=O)OCC(=O)Nc1ccc(C)c(C)c1	6%	nt	i	-7%	5%
O=C1/C(=C/c2ccc(C(=O)O)cc2)CCC/C1=C\c1ccc(C(=O)O)cc1	26%	-23%	i	-6%	-2%
Cc1noc(C)c1-c1csc(N2CCC(C(N)=O)CC2)n1	15%	nt	1.8%	5%	6%
Cc1cc(SCC(=O)N/N=C/c2ccc(O)c(O)c2O)c(C)cc1Br	-2%	21%	2.7%	15%	-3%
CCOC(=O)C1=C(C)NC(=O)C(C(N)=O)C12CCCCC2 (stereo not drawn)	-14%	4%	0.2%	0%	-13%
COCCn1c(C)cc(C2=NNC(=Nc3ccc(F)cc3)SC2)c1C	35%	-12%	3.1%	-3%	8%
CC/C(=C/c1ccccc1)c1cccc2[nH]c3c(OC)cccc3c12	-9%	7%	1.0%	2%	-3%	VEEV TC-83 Vero 10K pilot screen=3.9
COc1cc(C(=O)Oc2ccc3ccc(O)cc3c2)cc(OC)c1OC	52%	0%	6.0%	-18%	?
C#CCNC(=O)C1=C[C@H](c2ccc(C(F)(F)F)cc2)C[C@H](OCc2ccc(CO)cc2)O1	15%	0%	0.0%	-4%	5%
Cc1ccc(C(=O)c2c[nH]c3c(F)cc(F)cc3c2=O)cc1	-9%	-6%	0.3%	-9%	-6%
COC(=O)[C@H](Cc1ccccc1)NC(=O)NCCc1ccc(F)cc1	4%	-6%	1.3%	nt	8%
CCOC(=O)C1(CCOC)CCN(Cc2ccc3nonc3c2)CC1	2%	-2%	i	-7%	-2%
Cc1c(Nc2nc3ccccc3nc2N2CCN(c3ccccc3)CC2)c(=O)n(-c2ccccc2)n1C	2%	6%	0.3%	-17%	17%
c1coc(C2=NCCc3ccccc32)c1	9%	2%	1.1%	2%	-11%
Cc1ccc(S(=O)(=O)N2CCC(C(=O)N[C@@H](C)C(=O)NC3CCCCC3)CC2)cc1	3%	6%	1.3%	0%	-9%
O=C(COC(=O)CNC(=O)c1cccc([N+](=O)[O-])c1)NCc1ccco1	-5%	-1%	i	3%	-4%
CN(C)S(=O)(=O)c1ccc(C(=O)Nc2nnc(SCc3ccccc3)s2)cc1	-7%	-5%	i	1%	-7%
C=CCN=C1CC(C)(C)CC(=O)/C1=C(\O)CCCN1C(=O)c2ccccc2C1=O	6%	3%	0.1%	-1%	1%
CC(=O)Oc1cc(C(=O)OCC(=O)NC23CC4CC(CC(C4)C2)C3)cc(OC(C)=O)c1OC(C)=O	nt	nt	1.7%	-2%	nt
CCOC(=O)N1CCN(CC(=O)NC(=O)Nc2ccc3c(c2)OCCO3)CC1	nt	nt	3.8%	-14%	nt
COc1ccccc1CNC(=O)OCc1nccnc1C(=O)Nc1ccc(Br)cn1	16%	-18%	0.1%	-8%	12%

Nothing new here: 6 of the compounds above.
SMILES	M. tuberculosis	Salmonella PhoP GFP	VEEV TC-83 Vero	H1N1 NS1A inhibition	H37Rv inhibition	others
CC(=O)c1cc2c(cc1NS(=O)(=O)c1ccccc1C)OCO2	-2%	7%	nt	nt	5%
Cc1ccc(S(=O)(=O)C2(C(=O)Nc3cccc(F)c3)CC2)cc1	nt	nt	i	30%	-2%
Cc1sc(NC(=O)C(C)C)c(C(=O)Nc2ccccc2)c1C	5%	-3%	i	-2%	22%
COc1ccc(NC(=S)N/N=C2/CCCc3c(C)cc(C)cc32)cc1	-14%	-2%	2.5%	12%	0%
CC1(C)Cc2cccc(OCC(=O)NCc3ccc(F)cc3)c2O1	24%	nt	8.3%	-12%	18%
C/C(=N/NC(=O)CN1CCN(S(=O)(=O)c2ccc(Br)cc2)CC1)c1cccnc1	16%	-5%	3.4%	-3%	10%

Additional compounds follow.
SMILES	M. tuberculosis	Salmonella PhoP GFP	VEEV TC-83 Vero	H1N1 NS1A inhibition	H37Rv inhibition	others
O=C(Oc1ccc(-c2cnc3ccccc3n2)cc1)c1cccc([N+](=O)[O-])c1	16%	-9%	5.9%	11%	-1%
N#Cc1ccccc1Oc1ccccc1C=O	15%	12%	0.6%	2%	8%
O=C(NC(=S)NC1CCS(=O)(=O)C1)c1ccccc1F (stereo not drawn)	0%	3%	0.8%	2%	-5%
COC(=O)c1ccccc1COn1c(=O)c(C)[n+]([O-])c2ccccc21	-10%	-5%	0.6%	3%	-5%
CC(=NCc1cccnc1)c1c(O)n(-c2ccccc2C)c(=O)[nH]c1=O	-10%	5%	2.4%	4%	-13%
Cc1cccc(OCCCSc2nc3ccc(C)cc3[nH]2)c1	79%	-21%	i	0%	?
C=CCSc1ncnc2sc(C)c(C)c12	-8%	-6%	0.1%	7%	2%
O=C(CSc1nc2ccsc2c(=O)n1NC(=O)c1ccccc1)NCc1ccco1	13%	-19%	3.2%	3%	-5%
COc1cccc(NC(=O)c2nc(SC)ncc2Cl)c1	-4%	14%	i	-1%	-8%
CC(C)(C)N(NC(=O)c1ccccc1)C(=O)c1cccc(C(=O)N(NC(=O)c2ccccc2)C(C)(C)C)c1	34%	-4%	i	-5%	-7%
COc1cc(OC)nc(NC(=O)C(C)C)n1	nt	26%	1.0%	-2%	0%
CCN(CC)CCN1C(=O)C(O)=C(C(=O)c2cccs2)C1c1ccccn1 (stereo not drawn)	-5%	4%	1.7%	-4%	-8%
COc1ccccc1CC(=O)OCC(=O)N1CCN(c2ccc(F)cc2)CC1	?	nt	0.4%	-8%	6%
Cn1nc(C(=O)N2CCN(c3ccccc3)CC2)c2c1-c1ccccc1S(=O)(=O)C2	6%	3%	2.0%	13%	12%
CC(=O)c1cccc(NC(=O)NNC(=O)c2ccc3ccccc3c2)c1	2%	-6%	1.1%	-5%	-7%
Cc1ccc(Sc2ccc([N+](=O)[O-])cc2[N+](=O)[O-])nc1	?	-6%	1.0%	23%	15%
Cc1ccccc1CN1CCNC(=O)C1CC(=O)NCCN1CCCCC1=O (stereo not drawn)	5%	-5%	0.7%	-8%	-1%
COc1ccc(Cc2nnc(SC(C)C(=O)Nc3ccc(F)cc3Cl)o2)cc1 (stereo not drawn)	11%	4%	2.6%	-15%	-3%
CN1CCc2cc(Cl)c(O)cc2[C@@H](c2ccccc2)C1	1%	-2%	1.4%	2%	6%
CN1CCN(CC#CCC(O)(c2ccccc2)C2CCCC2)CC1 (stereo not drawn)	14%	-2%	i	4%	4%
Cn1c(=O)c2sccc2n2c(CCCC(=O)NCc3ccco3)nnc12	-11%	0%	7.3%	-2%	-3%
O=S(=O)(c1ccc(Br)cc1Cl)N1CCCN(c2ccc(C(F)(F)F)cn2)CC1	2%	nt	2.7%	-4%	2%
CCOc1ccc(C(=O)C(CCC(CN(C)C)C(=O)c2ccc(OCC)cc2)CN(C)C)cc1 (stereo not drawn)	nt	nt	0.0%	6%	nt
COc1cccc(OCC(O)CN2C(C)CCCC2C)c1 (stereo not drawn)	3%	-6%	i	-6%	6%
COc1ccc(CCNC(=O)C/C(C)=N/NC(=O)C(c2ccccc2)c2ccccc2)cc1OC	4%	9%	1.8%	-16%	0%
CCOCCCNC(=O)C1CCN(S(=O)(=O)c2c(C)noc2/C=C\c2ccc(OC)cc2)CC1	15%	-7%	i	-5%	-5%
Cc1nnc(N2CCCCC2)c2ccccc12	?	-8%	1.9%	-6%	37%
O=C(O)c1ccc(CN2CCOCC2)o1	0%	-5%	0.4%	-7%	2%
COc1cccc(CN2CCNC(=O)C2CC(=O)N(Cc2cnn(C)c2)C(C)C)c1 (stereo not drawn)	-9%	4%	i	1%	-3%
COc1ccc(NC2CCCN(C(=O)c3cccc(C)n3)C2)cc1OC (stereo not drawn)	-12%	-33%	1.4%	-3%	5%
COc1ccc(-c2cn3cc(C)ccc3n2)cc1F	19%	2%	1.4%	4%	27%
CC(=O)OCC(=O)[C@@]12OC3(CCCC3)O[C@@H]1C[C@H]1[C@@H]3CCC4=CC(=O)C=C[C@]4(C)[C@@]3(F)[C@@H](O)C[C@@]12C	36%	-5%	i	-6%	24%
COc1ccc(-c2csc(NC(=O)c3ccccc3NS(=O)(=O)c3ccc(F)c(F)c3)n2)cc1	65%	-4%	24%	-33%	-2%
N#Cc1ccsc1NC(=O)C1CCN(S(=O)(=O)c2cccs2)CC1	2%	1%	4.4%	-3%	-7%
C=CCOc1nc2c(c(=O)n(Cc3ccc(Cl)cc3)c(=O)n2C)n1C	-12%	5%	5.2%	10%	10%
CCOc1ccc(C2SCC(=O)Nc3c2c(C)nn3C2CCOC(C)(C)C2)cc1 (stereo not drawn)	3%	-12%	1.6%	-1%	-7%
CCCN(CCC)CCCNc1ccc(C(=O)Nc2cccc(OC)c2)cc1[N+](=O)[O-]	56%	-17%	0.1%	16%	3%
COCC(=O)N1CCC(Oc2ccc(C(=O)NCc3cc(C(C)C)no3)cc2)CC1	17%	-13%	1.8%	20%	6%
COc1cc2c(cc1OC)-c1cc(NC3CCCCCC3)nc(=O)n1CC2	13%	0%	4.7%	11%	-3%
CC1(C)CCCN1CCC(C(N)=O)(c1ccccc1)c1ccccc1	nt	nt	i	5%	nt
COc1ccc(NS(=O)(=O)c2cc(NC(=O)c3cnc(C)cn3)ccc2N2CCCCC2)cc1	58%	7%	8.4%	5%	-2%
COc1ccc(N2Cc3cccc(C(=O)N4CCN(C(=O)c5ccco5)CC4)c3C2=O)cc1	-13%	-7%	0.2%	0%	-5%
OC(c1cccc(Cl)c1)c1nccc2ccccc12 (stereo not drawn)	12%	-3%	0.4%	-5%	4%
COc1ccc(-n2nc(C(=O)O)c3ccccc3c2=O)cc1	nt	0%	i	20%	nt
CCCN=C1NC(=O)C(CC(=O)NCCc2ccc(OC)c(OC)c2)S1 (stereo not drawn)	-4%	-8%	i	10%	-5%
